Screens deposited in PubChem by several laboratories.
PME-1 primary: PME-1 (human) inhibition | Q9Y570 | recombinant PME-1, FP-Rh probe fluorescence polarization | inhibition, % at 5.9 µM | actives 0.53% (n = 320,000) | AID 2130;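 active means inhibition above the campaign mean of all compounds plus 3 SD, cut at about 26% in these data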;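 further: competitive labeling of PME-1 active site by serine hydrolase directed probe; 0% = PME-1 with DMSO and 100% = wells lacking PME-1 enzyme; inhibitors block probe labeling so polarization falls and inhibition rises; many of its hits are not listed in these tables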
GLD-1 RNA inh: GLD-1-TGE RNA interaction inhibition (C. elegans); Q17339; purified GLD-1 + fluorescein TGE RNA, fluorescence polarization; inhibition, % at 5.96 µM; actives 0.44% (n = 320,000);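 active means percent inhibition above a per-plate cutoff, the plate mean of test compounds plus 3 SD, cut at about 30% in these data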;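 further: 0% = DMSO wells with GLD-1 and probe and 100% = wells lacking GLD-1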
Bcl-xL primary: Bcl-xL (human) inhibition; AID 2129; GST-Bcl-xL / FITC-Bim BH3 peptide fluorescence polarization; inhibition, % at 10.9 µM; Q07817; actives 0.7% (n = 320,000);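 active means inhibition above the mean of all tested compounds plus 3 SD, cutoff set per campaign, cut at about 30% in these data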;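 further: 0% = DMSO wells and 100% = unlabeled Bim-BH3 peptide competitor; inhibitors lower millipolarization by displacing the labeled peptide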
Target sequence (Q07817 whole entry, looked up): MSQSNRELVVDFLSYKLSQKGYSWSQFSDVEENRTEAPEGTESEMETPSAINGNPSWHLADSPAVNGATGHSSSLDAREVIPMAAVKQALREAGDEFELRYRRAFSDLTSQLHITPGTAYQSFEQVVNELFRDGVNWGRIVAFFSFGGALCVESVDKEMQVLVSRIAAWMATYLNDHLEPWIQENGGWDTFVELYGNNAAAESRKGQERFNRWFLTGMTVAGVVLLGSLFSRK
AHR act: activates the human aryl hydrocarbon receptor; P35869; actives 2.5% (n = 320,000); activation, % at 5 µM; AHR-responsive luciferase reporter cells, luminescence; in the data active means activation above about 47%;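 further: 0% = vehicle wells and 100% = reference agonist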
MCL1 BIM primary: disrupts human MCL1 binding to BIM-BH3 peptide | inhibition, % at 10.9 µM | Q07820 | actives 0.68% (n = 320,000) | GST-MCL1 / FITC-Bim-BH3 fluorescence polarization | AID 2057;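 active means inhibition above the mean inhibition of all tested compounds plus 3 SD, set per campaign, cut at about 40% in these data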;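 further: 0% = DMSO wells and 100% = unlabeled Bim-BH3 peptide control; higher means more loss of mP so more displacement of Bim peptide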
Target sequence (Q07820 whole entry, looked up): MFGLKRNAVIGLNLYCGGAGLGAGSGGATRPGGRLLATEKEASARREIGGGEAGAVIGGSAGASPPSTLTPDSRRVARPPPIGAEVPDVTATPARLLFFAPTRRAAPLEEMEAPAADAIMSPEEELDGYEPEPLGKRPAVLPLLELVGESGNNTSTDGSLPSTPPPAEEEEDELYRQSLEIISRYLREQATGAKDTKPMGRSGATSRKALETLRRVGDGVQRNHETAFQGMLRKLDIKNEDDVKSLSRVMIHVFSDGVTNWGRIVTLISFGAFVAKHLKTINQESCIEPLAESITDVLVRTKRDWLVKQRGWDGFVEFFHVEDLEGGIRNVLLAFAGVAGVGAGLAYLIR
PAFAH1B2 FP inh: PAFAH1B2 (human) inhibition | actives 1.2% (n = 340,000) | recombinant PAFAH1B2, FP-rhodamine activity probe, fluorescence polarization | inhibition, % at 3.39 µM | P68402;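 active means inhibition above the mean of all tested compounds plus 3 SD, cut at about 24% in these data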;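 further: 0% = enzyme with DMSO and 100% = wells lacking PAFAH1B2; many of its hits are not listed in these tables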
MEX-5 binding: C. elegans MEX-5 TCR-2 RNA binding activity; activity score (negative = inhibition of binding), % at 10 µM; AID 1832; Q9XUB2; MEX-5/FITC-TCR2 RNA binding, fluorescence polarization; active compounds read low; actives 0.38% (n = 300,000);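 active means inhibition past about -25% in most replicates, and total fluorescence under double the plate's negative control median, limit read from the data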;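 further: 0% = DMSO and -100% = 5 µM competing unlabeled TCR2 RNA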
Fam108B inh: counter-screen for RBBP9 inhibitors: inhibitors of mouse Fam108B. recombinant Fam108B, FP-Rh probe fluorescence polarization. inhibition, % at 9.51 µM. actives 0.33% (n = 300,000). AID 1947;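 active means inhibition above the screen mean inhibition plus 3 SD, computed separately per campaign, cut at about 18% in these data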;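 further: inhibitors lower polarization as less probe binds the enzyme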
pPAFAH inh: inhibitors of human plasma PAF acetylhydrolase (pPAFAH); recombinant pPAFAH, FP-rhodamine probe fluorescence polarization; actives 1.5% (n = 330,000); Q13093; inhibition, % at 3.39 µM;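 active means inhibition above the mean inhibition across the screen plus 3 SD, cut at about 25% in these data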;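 further: inhibitors block binding of the rhodamine activity-based probe so polarization drops; 0% = enzyme with DMSO and 100% = wells lacking pPAFAH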
Target sequence (Q13093 whole entry, looked up): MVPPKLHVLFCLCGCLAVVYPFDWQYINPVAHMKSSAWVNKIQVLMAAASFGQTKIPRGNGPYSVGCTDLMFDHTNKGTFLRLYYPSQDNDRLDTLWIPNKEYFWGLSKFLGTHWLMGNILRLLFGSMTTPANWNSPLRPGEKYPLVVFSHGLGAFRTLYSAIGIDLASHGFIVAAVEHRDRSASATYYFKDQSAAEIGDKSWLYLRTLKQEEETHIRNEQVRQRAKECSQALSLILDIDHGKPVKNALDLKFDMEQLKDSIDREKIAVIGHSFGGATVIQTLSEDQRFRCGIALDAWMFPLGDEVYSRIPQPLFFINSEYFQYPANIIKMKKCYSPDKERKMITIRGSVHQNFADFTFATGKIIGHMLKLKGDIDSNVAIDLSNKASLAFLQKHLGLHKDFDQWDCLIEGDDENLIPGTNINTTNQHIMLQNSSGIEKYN
The depositor's hits bear a star; . = not tested or not shown. Only part of the results is shown; count on the stated rates, not on these rows.

SMILES	PME-1 primary	GLD-1 RNA inh	Bcl-xL primary	AHR act	MCL1 BIM primary	PAFAH1B2 FP inh	MEX-5 binding	Fam108B inh	pPAFAH inh
COc1ccc(NC(=O)CCCNC(=O)Cn2cnc3sc(C)c(C)c3c2=O)cc1Cl	-11	1	1	3	1	1	1.1	-5	2
Cn1c(SCC(=O)C(C)(C)C)nnc1-c1ccccn1	1	-5	5	-1	2	4	3.0	1	2
Cc1ccc(NC(=O)C2CC(=O)N/C(=N/N=C/c3ccco3)S2)cc1 (stereo unspecified)	1	8	4	42	9	5	-0.5	-1	5
CCC[C@H](CN[C@@H](CNC)[C@H](C)CC)NCCc1cc(C(F)(F)F)cc(C(F)(F)F)c1	2	2	1	2	4	7	28	6	0
COc1ccccc1C(=O)Nc1ccnn1C1CCN(Cc2ccccc2OCCO)CC1	-5	5	7	2	10	2	1.1	0	5
CN(C)/C=C/C1=C([N+](=O)[O-])C(c2cccc([N+](=O)[O-])c2)NC(=O)N1 (stereo unspecified)	3	1	4	-1	-4	4	-10	1	14
COc1ccc2o/c(=N\O)c(C(=O)Nc3ccccc3OC)cc2c1	9	-79	-65	22	-74	-5	4.1	-17	0
O=C(Nc1ccc(S(=O)(=O)Nc2nccs2)cc1)C1CC(=O)N(c2ccc(Cl)cc2)C1 (stereo unspecified)	-3	1	0	-1	5	-2	0.5	-2	4
Cc1cc(O)c(-c2ccno2)cc1Cl	-4	-1	2	0	-6	7	4.8	-1	2
O=C(COC(=O)c1cc([N+](=O)[O-])ccc1N1CCOCC1)c1ccccc1Cl	3	8	-1	8	-4	2	3.7	3	3
COCCN1C=C(C(=O)OC)C(c2ccccc2Cl)C(C(=O)OC)=C1	1	4	1	0	1	4	.	-6	0
CCOC(=O)c1cc2c(C(F)(F)F)cc(-c3cccnc3)nc2o1	1	7	-2	-2	2	3	2.4	-3	5
COc1cccc(OCCSc2nc(C)c(Cc3ccccc3)c(=O)[nH]2)c1	0	10	5	2	-1	2	-1.1	4	1
CC(C)CN(C(=O)C1CCCO1)C1CCS(=O)(=O)C1 (stereo unspecified)	0	7	-1	-1	1	3	-0.8	2	-3
Cc1ccc(Nc2nnc(-c3ccncc3)s2)c(Br)c1	-1	-3	2	12	-1	-2	1.6	2	9
Cc1cc(C(=O)NCc2ccccc2Cl)n(-c2ccccc2)n1	0	3	0	2	-3	1	0.7	3	5
Cn1c(SCC(=O)NC(=O)Nc2ccccc2)nnc1-c1ccncc1	-1	6	0	-4	-5	.	-0.8	-1	3
O=C(CN1c2ccccc2S(=O)(=O)c2ccccc21)Nc1ccccc1F	10	-3	3	4	7	1	0.3	-3	3
CCOC(=O)c1[nH]c(C)c(C(=O)N2CCN(C(=O)c3ccco3)CC2)c1C	-1	2	2	-1	6	4	0.1	1	2
O=C(Cc1ccccc1)Nc1ccc(NC(=O)c2ccc(Br)cc2)cc1	-2	6	8	1	6	-1	-0.8	-3	3
Cc1nn(-c2cccc3cccnc23)c(=O)c2ccccc12	-1	-2	4	1	6	-3	3.0	-3	2
COc1cc(/C=N/NC(=O)c2cccc(NC(=O)c3ccccc3)c2)ccc1O	10	6	1	100*	-3	1	-0.8	11	8
N#C/C(=C/c1ccc(N2CCCCCC2)o1)c1ccc(F)cc1	-7	-7	-39	-5	-53	6	-3.1	4	7
Cc1cccc(-n2c(Cc3ccccc3)nnc2SCC(=O)N2CCOCC2)c1	0	4	-1	1	0	4	1.6	7	-3
O=C(N/N=C/c1cccs1)c1n[nH]c2c1CCCC2	-7	1	4	-5	4	8	-1.9	2	-1

With a hit mark in AHR act, among the entries above:
mol	PME-1 primary	GLD-1 RNA inh	Bcl-xL primary	AHR act	MCL1 BIM primary	PAFAH1B2 FP inh	MEX-5 binding	pPAFAH inh
COc1cc(/C=N/NC(=O)c2cccc(NC(=O)c3ccccc3)c2)ccc1O	10	6	1	100*	-3	1	-0.8	8

Later entries:
SMILES	PME-1 primary	GLD-1 RNA inh	Bcl-xL primary	AHR act	MCL1 BIM primary	PAFAH1B2 FP inh	MEX-5 binding	Fam108B inh	pPAFAH inh
O=S(=O)(c1cccs1)N1CCN(c2cccc(Cl)c2)CC1	-5	1	-1	1	-4	7	-0.2	-2	0
CC(C)(C)c1cc(C(=O)Nc2cccnc2)cc(C(=O)Nc2cccnc2)c1	-9	1	3	9	1	-4	-4.6	2	-1
CCOC(=O)N/N=C1\CC(C)S(=O)(=O)c2ccc(Cl)cc21 (stereo unspecified)	-3	-2	-2	4	-2	6	0.1	-2	6
O=C(NCCCl)c1ccc(OCc2ccccc2)cc1Cl	-6	0	3	5	4	5	-1.6	1	-8
Cn1c2c(c(=O)n(C)c1=O)C1(C(=O)Nc3ccccc31)C(C#N)=C(N)O2 (stereo unspecified)	-3	8	7	7	-4	-1	-1.6	-1	7
CSc1ccc(Cl)c(C(=O)OCC(=O)NCC(C)C)c1	2	2	8	0	6	-1	0.8	-1	3
CN(Cc1ccco1)C(=O)CN1C(=O)NC2(CCCCC2)C1=O	5	0	3	0	1	5	.	.	3
Cc1cccc(N2CCN(C(=O)c3cccc(N4C(=O)C5C6C=CC(C6)C5C4=O)c3)CC2C)c1 (stereo unspecified)	-4	1	0	-1	-4	5	-0.2	4	11
CCN(c1ccccc1)S(=O)(=O)c1ccc2[nH]cc(C(=O)N3CCOCC3)c(=O)c2c1	-5	-6	4	1	4	8	1.7	-3	8
O=C(CSc1nncn1-c1ccccc1)Nc1cc(Cl)cc(Cl)c1	-4	5	1	13	-1	3	0.9	-3	0
O=C(Cc1c(Cl)cccc1Cl)NC1CC1	-7	3	0	0	-3	4	2.9	-1	7
O=C(Nn1cnnc1)c1cc(-c2ccccn2)nc2ccccc12	2	-2	3	15	-1	2	0.7	2	0
COc1ccccc1COCC(O)CNCCc1ccc(C(F)(F)F)cc1 (stereo unspecified)	-3	0	2	1	6	6	0.1	1	-6
CC(C)(CO)NC(=O)c1ccc2nc(Cc3cccc(Cl)c3)oc2c1	5	10	2	7	0	-2	1.6	3	2
COc1cc(OC)nc(Oc2cc(C=O)ccc2OC)n1	2	-7	2	1	6	-2	-2.8	2	3
CC(=O)Nc1ccc(CN2CCN(C3CCCCC3)C(CCO)C2)cc1 (stereo unspecified)	-5	9	4	1	2	-2	0.0	0	-3
O=C(N/N=C/C(Br)=C/c1ccccc1)c1n[nH]c2c1CCC2	-1	20	1	18	8	-7	3.2	2	12
O=C(Cc1n[nH]c(=O)[nH]c1=O)N/N=C/c1ccccc1O	1	1	3	0	6	1	-5.6	1	1
O=C(O)c1cccc(N/C(=N\S(=O)(=O)c2ccccc2)c2ccccc2)c1	-1	-1	3	2	-2	2	-1.8	-3	2
O=C(O/N=C/c1ccc2c(c1)OCO2)c1ccccc1Cl	3	5	6	0	-5	.	-1.2	5	37*
CCN1C(=O)[C@@H]2[C@@H](c3ccc(SC4CCCCC4)c(OC)c3)N3CCCC[C@@]3(C(=O)OC)[C@@H]2C1=O	.	-18	.	-1	.	1	.	.	6
NC(=S)N/N=C/c1cccc(/C=N/NC(N)=S)c1	-5	1	0	5	-2	3	-0.7	0	2
CC(C)C(NC(=S)NCc1ccccc1)C(=O)O (stereo unspecified)	-3	1	-1	-1	7	2	1.3	-5	3
Cc1ccc(N2C(=O)CCC2(C#N)c2ccccc2)cc1 (stereo unspecified)	-4	1	2	4	-6	8	-0.2	0	2
O=C1C=C(O)C(n2cncn2)C(c2cc(F)ccc2F)C1 (stereo unspecified)	6	-5	4	1	3	4	0.0	3	-1

Single records, as listed above.
Entry for `CCN(c1ccccc1)S(=O)(=O)c1ccc2[nH]cc(C(=O)N3CCOCC3)c(=O)c2c1` = PME-1 primary: -5; GLD-1 RNA inh: -6; Bcl-xL primary: 4; AHR act: 1; MCL1 BIM primary: 4; PAFAH1B2 FP inh: 8; MEX-5 binding: 1.7; Fam108B inh: -3; pPAFAH inh: 8
Entry for `COc1ccccc1COCC(O)CNCCc1ccc(C(F)(F)F)cc1` (stereo unspecified) = PME-1 primary: -3; GLD-1 RNA inh: 0; Bcl-xL primary: 2; AHR act: 1; MCL1 BIM primary: 6; PAFAH1B2 FP inh: 6; MEX-5 binding: 0.1; Fam108B inh: 1; pPAFAH inh: -6
Entry for `CCN1C(=O)[C@@H]2[C@@H](c3ccc(SC4CCCCC4)c(OC)c3)N3CCCC[C@@]3(C(=O)OC)[C@@H]2C1=O` = PME-1 primary: .; GLD-1 RNA inh: -18; Bcl-xL primary: .; AHR act: -1; MCL1 BIM primary: .; PAFAH1B2 FP inh: 1; MEX-5 binding: .; Fam108B inh: .; pPAFAH inh: 6

Exported field by field: part of the list above.
mol: CCN1C(=O)[C@@H]2[C@@H](c3ccc(SC4CCCCC4)c(OC)c3)N3CCCC[C@@]3(C(=O)OC)[C@@H]2C1=O
  PME-1 primary: . | GLD-1 RNA inh: -18 | Bcl-xL primary: . | AHR act: -1 | MCL1 BIM primary: . | PAFAH1B2 FP inh: 1 | MEX-5 binding: . | Fam108B inh: . | pPAFAH inh: 6
mol: NC(=S)N/N=C/c1cccc(/C=N/NC(N)=S)c1
  PME-1 primary: -5 | GLD-1 RNA inh: 1 | Bcl-xL primary: 0 | AHR act: 5 | MCL1 BIM primary: -2 | PAFAH1B2 FP inh: 3 | MEX-5 binding: -0.7 | Fam108B inh: 0 | pPAFAH inh: 2
mol: CC(C)C(NC(=S)NCc1ccccc1)C(=O)O (stereo unspecified)
  PME-1 primary: -3 | GLD-1 RNA inh: 1 | Bcl-xL primary: -1 | AHR act: -1 | MCL1 BIM primary: 7 | PAFAH1B2 FP inh: 2 | MEX-5 binding: 1.3 | Fam108B inh: -5 | pPAFAH inh: 3

(continued)
SMILES	PME-1 primary	GLD-1 RNA inh	Bcl-xL primary	AHR act	MCL1 BIM primary	PAFAH1B2 FP inh	MEX-5 binding	Fam108B inh	pPAFAH inh
O=[N+]([O-])c1ccccc1CSc1ccccn1	-1	11	2	-4	7	.	2.9	1	2
CN1CCCC(OC(=O)COc2ccc(Br)cc2)C1 (stereo unspecified)	1	-7	5	1	5	3	7.3	-1	6
CCOC(=O)CSc1nnc(CNC(=O)c2cc(OCC)c(OCC)c(OCC)c2)n1C	-4	4	5	2	2	3	.	7	4
O=C(N/N=C/C1CC=CCC1)c1ccccc1O (stereo unspecified)	-3	1	-6	7	4	0	-0.8	1	4
O=c1c2c3c(sc2ncn1-n1cccc1)CCCCC3	1	4	2	-8	1	4	-1.1	-3	3
C=CCS(=O)(=O)N1CCC(CCOc2ccccc2)(C(=O)OCC)CC1	7	2	9	1	2	3	0.8	0	-4
Cc1cc(C)n2nc(CNS(=O)(=O)c3ccc(C)c(C)c3)nc2n1	-8	-1	4	0	5	5	0.1	2	9
CCOc1ccc(-n2c(=O)c3c4c(sc3n(CC(=O)NCCCOC)c2=O)CCCCC4)cc1	-4	0	5	1	5	2	-0.2	-4	-1
Cc1noc(C)c1C(=O)Nc1ccc(-n2ccc(C(F)(F)F)n2)cc1	1	4	7	-4	8	7	-3.1	3	6
Cc1ccc(S(=O)(=O)N2CCN(C(=O)c3ccccc3)CC2)c(C)c1NS(C)(=O)=O	1	-8	10	-1	10	7	-2.2	0	0
Cn1ncc([N+](=O)[O-])c1C(=O)N/N=C/c1c[nH]c2ccccc12	-5	-2	4	70*	15	2	-1.0	-1	-6

A few values from above:
In Bcl-xL primary, CCOC(=O)CSc1nnc(CNC(=O)c2cc(OCC)c(OCC)c(OCC)c2)n1C has 5
In AHR act, C=CCS(=O)(=O)N1CCC(CCOc2ccccc2)(C(=O)OCC)CC1 has 1
